Compound activity as filed in PubChem.
MEKK2wt PB1 HTS – raises or lowers MEK5 binding to wildtype human MEKK2 PB1 domain; 290,000 compounds, 1.1% hits; binding response (% of control), % at 10 µM; Q9Y2U5; bead flow cytometry, Alexa488-MEK5 binding to MEKK2 WT; actives lie on both sides; AID 1531; in the data active = binding response below about 67% or above about 130%
OXTR potentiator – human OXTR potentiation; P30559; 320,000 compounds, 0.061% hits; activation, % at 3 µM; CHO-OTR cells, Fluo-8 calcium fluorescence, potentiator mode; 0% = oxytocin EC15, 100% = EC100;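 active = activation above that plate's cutoff, the mean activation of tested compounds plus 3 SD, cut at about 6.6% in these data, passing the limit was not always enough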;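 also: 100% uses oxytocin at 75 nM as the full agonist control; some results filed as inactive read as strong as hits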
Target sequence (P30559 whole entry, looked up): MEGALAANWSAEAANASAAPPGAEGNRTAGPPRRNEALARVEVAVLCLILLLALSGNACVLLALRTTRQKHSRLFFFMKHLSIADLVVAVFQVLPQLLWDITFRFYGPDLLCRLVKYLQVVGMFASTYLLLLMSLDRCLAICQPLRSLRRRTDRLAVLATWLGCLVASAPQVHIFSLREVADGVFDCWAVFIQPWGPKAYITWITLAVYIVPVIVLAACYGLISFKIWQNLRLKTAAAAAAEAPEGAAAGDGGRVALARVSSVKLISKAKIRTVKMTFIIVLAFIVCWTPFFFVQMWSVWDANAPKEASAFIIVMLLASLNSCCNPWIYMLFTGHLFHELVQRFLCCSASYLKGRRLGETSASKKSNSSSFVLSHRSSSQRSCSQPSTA
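Replication – single well per compound, singlicate · Assay system – CHO cell line stably expressing human OTR · Timing – 6 min pre-incubation, 100 s read · Measure – normalized max/min fluorescence ratio, % activation · Doses – 3.0 µM, one dose · Detection – Fluo-8 calcium dye fluorescence · Probe or stimulus – oxytocin near EC15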
NALP1 yeast inh – NALP1 inhibition | S. cerevisiae NALP1/ASC/caspase-1 growth, X-gal OD620, 72 h | inhibition, % at 10 µM | 280,000 compounds, 0.61% hits; in the data active = inhibition mostly above about 24%, no sharp cut-off; inactive = mostly below about 32%; also: some compounds called inactive have numbers as strong as hits
GalR3 antagonist – antagonists of human GalR3; AID 651719; inhibition, % at 3 µM; 360,000 compounds, 0.44% hits; HEK293 GalR3-CNG cAMP membrane potential fluorescence; galR3 body fused to GalR1 C-terminus; O60755;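 active = inhibition above the screen-wide average plus 3 SD, cut at about 13% in these data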;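 also: forskolin and galanin both at EC90 stimulate the cells; cAMP rise reported by CNG channel membrane potential dye signal; 0% = forskolin plus galanin with DMSO and 100% = forskolin alone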
Target sequence (O60755 1-299 limits assumed): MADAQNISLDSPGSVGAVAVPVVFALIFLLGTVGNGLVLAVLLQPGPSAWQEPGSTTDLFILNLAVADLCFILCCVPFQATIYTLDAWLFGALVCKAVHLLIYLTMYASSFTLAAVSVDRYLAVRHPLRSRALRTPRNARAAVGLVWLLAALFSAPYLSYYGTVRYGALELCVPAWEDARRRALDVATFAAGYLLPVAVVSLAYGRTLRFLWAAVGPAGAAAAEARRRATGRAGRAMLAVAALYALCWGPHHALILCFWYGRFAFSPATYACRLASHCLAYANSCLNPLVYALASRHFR
OXTR ag – agonists of human oxytocin receptor. P30559. CHO-OTR cells, Fluo-8 calcium fluorescence; normalized: DMSO 0%, oxytocin 100%. activation, % at 3 µM. 320,000 compounds, 0.32% hits;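 active = activation above the mean of all tested compounds plus 3 SD, cutoff set per screening run, cut at about 20% in these data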;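 also: peak over basal fluorescence ratio from a 100 s FLIPR kinetic read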
V1R ag counter – activates human V1a receptor in oxytocin agonist counter-screen; P37288; CHO-V1R cells, Fluo-8 calcium fluorescence, agonist mode; 0% DMSO, 100% 3 nM vasopressin; activation, % at 3 µM; 320,000 compounds, 0.25% hits; AID 2797;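 active = activation above the mean activation of all tested compounds plus 3 SD, per screening run, cut at about 20% in these data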;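 also: signal is peak over basal fluorescence ratio across a 100 second FLIPR read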
Target sequence (P37288 whole entry, looked up): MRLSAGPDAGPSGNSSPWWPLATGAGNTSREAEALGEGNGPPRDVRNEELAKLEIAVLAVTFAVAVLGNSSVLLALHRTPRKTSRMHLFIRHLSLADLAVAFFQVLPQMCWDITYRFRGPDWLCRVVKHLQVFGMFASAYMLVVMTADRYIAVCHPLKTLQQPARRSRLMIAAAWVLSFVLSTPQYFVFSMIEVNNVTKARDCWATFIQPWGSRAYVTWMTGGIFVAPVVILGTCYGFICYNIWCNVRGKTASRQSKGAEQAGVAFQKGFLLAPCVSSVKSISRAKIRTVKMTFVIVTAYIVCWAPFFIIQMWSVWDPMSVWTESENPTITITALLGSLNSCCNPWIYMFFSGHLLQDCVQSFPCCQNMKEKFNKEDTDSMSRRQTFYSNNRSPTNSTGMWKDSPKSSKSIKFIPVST
MEKK2mut PB1 HTS – signal of MEK5 binding to mutant human MEKK2 PB1 domain; bead flow cytometry, Alexa488-MEK5 binding to MEKK2 mutant; percent response, % at 10 µM; 290,000 compounds, 0.35% hits; AID 1530; in the data active = percent response above about 24%, passing the limit was not always enough; also: inactives centre near 1; some results filed as inactive read as strong as hits
GPR7 antag – human neuropeptides B/W receptor 1 antagonism. P48145. GPR7-expressing cells, fluorescence antagonist assay. inhibition, % at 4.4 µM. 290,000 compounds, 1.1% hits. AID 1861; in the data active = inhibition above about 16%, passing the limit was not always enough;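 also: cells stimulated with the agonist NPW; 0% = agonist with vehicle and 100% = vehicle without agonist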
M18AAP inhibitor – PfM18AAP enzyme inhibition. inhibition, % at 7.35 µM. 290,000 compounds, 1.2% hits. recombinant PfM18AAP, H-Glu-NHMec fluorogenic cleavage;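 active = inhibition above the campaign mean inhibition over all tested compounds plus 3 SD, cut at about 28% in these data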;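 also: 0% = plate median of test compound wells and 100% = 2 mM ZnCl2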
* marks the source's active call; other numbers are inactive results; x = not tested or not shown.

SMILES	MEKK2wt PB1 HTS	OXTR potentiator	NALP1 yeast inh	GalR3 antagonist	OXTR ag	V1R ag counter	MEKK2mut PB1 HTS	GPR7 antag	M18AAP inhibitor
O=C1NC(=Nc2ccccc2)CS1	102	-4	-10	-4	-0.2	0.8	-6	1	-8
COc1cccc(C(=O)Nc2nc3ccccc3[nH]2)c1	99	-3	1	-4	0.7	1.8	0	-9	2
CCCC1=C(C(=O)OCC)C(c2ccc(N(C)C)cc2)n2ncnc2N1 (stereo unspecified)	97	-1	3	-1	-0.7	-1.6	-3	-13	3
Cc1cccc(C)c1OCCNC(=O)C(=O)NCc1ccco1	103	-5	18	6	-1.9	-0.5	-1	13	-1
CN1CCN(S(=O)(=O)c2cccc(C(=O)Oc3ccc(Br)cc3F)c2)CC1	119	5	16	1	0.3	3.3	12	-9	-16
Nc1c(C(=O)N2CCCCC2)sc(=S)n1-c1ccccc1	103	-1	-11	-4	0.5	0.7	3	-8	-34
Cc1ccc(S(=O)(=O)N2CCN(C(=O)c3ccccc3-c3nc4ccccc4s3)CC2)c(C)c1	x	0	x	0	-0.4	0.1	x	x	x
O=C(Cc1ccc(-n2c(=S)[nH]c3ccccc3c2=O)cc1)N1CCN(c2ccccc2)CC1	102	-8	1	2	0.4	3.7	1	-9	-2
Cc1ccc(NC(=O)ON=C2CCCC2)cc1	105	-6	14	-2	-0.4	0.5	-1	0	4
CCC1CN(C(=O)N2CCC(C(=O)Nc3ccccc3OC)CC2)c2ccccc2O1 (stereo unspecified)	102	-6	16	-9	4.0	7.2	3	-4	-6
CN(CC(=O)NCC(c1ccccc1)N1CCCC1)S(=O)(=O)c1ccc(Cl)cc1 (stereo unspecified)	x	-10	x	-1	-1.6	0.0	x	x	x
COC(=O)c1cc(NC(=O)c2ccc(C)cc2)c(=O)oc1C	98	-3	11	-5	-0.2	0.6	0	-12	-9
CC(=O)Nc1ccc(-n2cnnn2)cc1	102	-4	1	-6	0.2	0.3	3	-3	1
Cc1cc2c(c(=O)n1CCN(C)C)C(c1ccc(Cl)cc1)C(C#N)=C(N)O2 (stereo unspecified)	98	-4	6	-11	0.5	0.7	2	-12	1
CCOCc1c(C(=O)N2CCN(Cc3ccc(Br)s3)CC2)oc2ccccc12	x	-9	x	-6	-2.8	-0.4	x	x	x
COc1cccc(-c2nn(-c3ccc(C)cc3)cc2C(=O)N2CCN(C3CCS(=O)(=O)C3)CC2)c1 (stereo unspecified)	x	-10	x	-6	0.8	4.1	x	x	x
CCOc1ccc(Nc2nc3cc(S(=O)(=O)N(CC)CC)ccc3o2)cc1	104	-9	12	x	-2.1	-0.1	-1	-13	-39
Cc1ccc(CNC(=O)C2CC(c3cccc([N+](=O)[O-])c3)=NO2)o1 (stereo unspecified)	95	-4	6	-4	1.7	1.0	-4	3	-1
COc1ccccc1OCCC(=O)OCC(=O)Nc1ccc(Br)cc1	108	-3	26	-1	1.8	2.4	1	-9	3
CC(=O)c1cc2c(cc1NS(=O)(=O)c1ccccc1Br)OCO2	103	-4	7	-1	-0.9	0.7	10	2	3
O=C(NCCOc1ccccc1Cl)c1cccc2c1C(=O)c1ccc(Cl)cc1S2(=O)=O	x	-4	x	-2	-0.3	-0.8	x	x	x
O=C(O)/C=C\C(=O)NCc1cccnc1	88	-6	2	-1	0.2	0.2	-5	-1	2
CC(C)Cc1nnc(NC(=O)CCC(=O)N2CCC(C)CC2)s1	105	-3	17	1	1.3	1.8	2	-11	-2
C[C@@H]1CC=C[C@H]2[C@H]1C(=O)N(Cc1ccccc1)[C@H]2c1ccc2ccccc2c1/C=C/c1ccccc1	80	-1	-8	-4	-0.7	-0.6	2	x	x
Cn1c(=O)c2c(nc(NCC3CCCO3)n2Cc2ccccc2)n(C)c1=O (stereo unspecified)	105	-8	-3	x	0.2	0.2	4	-5	-2
SMILES	MEKK2wt PB1 HTS	OXTR potentiator	NALP1 yeast inh	GalR3 antagonist	OXTR ag	V1R ag counter	MEKK2mut PB1 HTS	GPR7 antag	M18AAP inhibitor
CC1(O)CC(=O)N(c2ccccc2)O1 (stereo unspecified)	98	0	6	-4	2.5	0.5	3	2	0
CCOC(=O)c1c(NC(=S)Nc2cccnc2)sc(C)c1C	93	0	13	-1	-1.3	-1.1	-7	-13	3
COc1ccccc1C(=O)NNC(=O)c1cccc([N+](=O)[O-])c1	93	-6	6	-4	0.7	0.5	-4	-5	4
COc1cc(NC(=O)c2cccnc2)ccc1NC(=O)c1ccccc1Cl	101	-4	11	0	3.0	3.7	-2	2	1
COc1ccc(NC(=O)c2ccco2)cc1NC(=O)c1ccccc1	100	x	24	-3	x	x	-4	-11	-2
Cc1ccc2c(c1)N(CC(=O)N1CCCCC1c1cccnc1)C(=O)CO2 (stereo unspecified)	105	-2	3	-5	1.1	0.6	3	-9	-12
O=C(NCC1CC1)c1cc(-c2ccccc2)nn1CC1CC(c2cccnc2)=NO1 (stereo unspecified)	100	3	x	-2	0.8	0.1	-2	x	x
COc1ccc2cc(C3=CCCCC3)ncc2c1	x	-4	x	-5	-0.7	-0.7	x	x	x
O=C(Cn1c(=O)oc2cc(S(=O)(=O)N3CCc4ccccc43)ccc21)NC1CCCC1	105	-7	16	-5	6.0	5.1	5	1	-6
COc1cccc(N2CCN(c3nc(-c4ccccc4C)cc(=O)[nH]3)CC2)c1	109	x	7	-13	x	x	11	-8	-13
COc1cccc(C(=O)Nc2cccc(SC)c2)c1	103	1	14	-1	-2.4	-1.3	3	-3	8
COCCn1ccc2c(OCC(=O)NCCc3ccc(OC)c(OC)c3)cccc2c1=O	x	-2	x	2	0.3	-0.5	x	x	x
CC(C)COc1ccc(-c2cc(C(=O)NN)[nH]n2)cc1	109	-9	-33	-2	4.2	4.5	9	-14	-1
CCOC(=O)c1c(C)[nH]c(C(=O)CSc2nnc(-c3ccncc3)n2CC)c1C	105	-4	7	-3	-0.1	0.6	3	-10	2
O=C(CSc1ncccc1C(=O)O)c1ccc2ccccc2c1	106	-5	10	-5	-0.8	-0.1	2	16	-9
NC(=O)C1CCN(C(=O)CNC(=O)c2ccc(Br)o2)CC1	x	-3	x	3	1.0	0.7	x	x	x
CN(C)S(=O)(=O)c1ccc(C(=O)NCc2nnc(SCC(=O)N3CCCCCC3)o2)cc1	97	-8	10	-5	-0.2	-0.3	-5	-15	-6
Cc1cc(NS(=O)(=O)c2ccc(NC(=O)c3cc4ccccc4o3)cc2)no1	103	x	12	x	x	x	3	3	9
COc1cccc(CNC(=O)Cn2cc([N+](=O)[O-])cn2)c1	106	-7	3	-11	-0.8	0.3	5	-10	-2
CC(=O)Nc1ccc2nc(N)sc2c1	106	-6	x	0	-0.1	-0.2	1	4	-8
CN(CC(=O)Nc1ccc(Cl)c(S(=O)(=O)N(C)C)c1)Cc1ccccc1	104	-6	-6	0	4.6	2.2	0	5	-1
COc1ccc(C(=O)NCC(=O)OCC(=O)Nc2cc([N+](=O)[O-])ccc2F)cc1	92	2	-10	-3	0.7	1.1	-5	-6	0
Cc1ccc(-c2ccc(=O)n(CCC(=O)NCc3ccccn3)n2)cc1	106	1	-5	-4	-2.3	-1.1	4	4	-8
CCCS(=O)(=O)c1nc(S(=O)(=O)c2ccc(C)cc2)c(N2CCN(CCO)CC2)s1	99	-9	-6	-6	1.7	3.4	2	-13	8
COc1cc(OC)c(OC)cc1NC(=O)CC1COc2ccccc2O1 (stereo unspecified)	98	-1	7	-4	0.2	-0.8	1	-11	1
SMILES	MEKK2wt PB1 HTS	OXTR potentiator	NALP1 yeast inh	GalR3 antagonist	OXTR ag	V1R ag counter	MEKK2mut PB1 HTS	GPR7 antag	M18AAP inhibitor
COc1ccc(S(=O)(=O)n2cccc2)cc1OC	98	0	12	-8	0.7	0.9	-5	-9	-5
CSC1=NC(C)(C)CC2(C)Nc3ccccc3N12 (stereo unspecified)	88	0	26	-4	1.5	2.4	-3	-9	2
CCCc1cc(-c2nc(-c3ccc(Cl)cc3)cs2)ccn1	105	-6	18	-3	0.6	0.3	6	-16	0
Cc1ccc(N2CC(C(=O)N3CCN(C(=O)c4ccco4)CC3)CC2=O)cc1 (stereo unspecified)	86	3	15	-5	-1.5	-0.5	-6	-6	-4
O=C(NCc1ccccc1)c1cc(=O)c2ccccc2o1	81	-4	8	-2	0.1	1.7	-11	22*	-9
COc1ccc(CNc2nc3ccccc3n2Cc2ccc(C)cc2)cc1OC	106	-10	26	2	8.3	5.0	0	-2	1
COc1ccc(C(=O)Nc2ccc(S(=O)(=O)NC(C)=O)cc2)cc1	105	4	4	-2	0.3	-1.0	4	-22	4
Cc1ccc(C(=O)Oc2ccccc2N2CCOCC2)cc1	99	-4	x	-4	-1.7	-0.3	1	-12	7
COc1ccccc1C(c1nnnn1Cc1ccccc1)N1CCN(c2nc3ccccc3s2)CC1 (stereo unspecified)	104	-12	5	0	-1.4	-0.4	-3	1	-1
N#C/C(=C\c1cn[nH]c1-c1ccc(Cl)cc1)C(=O)NC1CC1	102	-6	12	x	-0.3	0.9	0	6	1
Cc1ccc(S(=O)(=O)N2CCN(C(=O)CN3C(=O)CNC3=O)CC2)cc1	x	3	x	1	-0.7	0.9	x	x	x
CC(C)(C)OC(=O)N1CCN(C(=O)c2cccnc2Cl)CC1	105	-2	2	-2	0.7	0.4	7	-7	4
CCOC(=O)C1CCCN(CC(=O)Nc2nc(-c3ccccc3)cs2)C1 (stereo unspecified)	108	-8	16	-3	-2.4	-0.3	3	-16	1
CCC(=O)Oc1ccc2c(C)cc(=O)oc2c1C(=O)CC	80	9	7	-2	-1.9	0.5	-15	15	13
CC(C)c1ncc(C(O)c2cccc3ccccc23)n1C (stereo unspecified)	100	-10	10	-1	1.3	1.0	8	-3	0
O=C(NCc1ccc(Cl)cc1)c1ccc(N2CCCC2=O)cc1	91	-20	-1	-9	-0.3	0.6	-1	3	6
O=C(CN1CCC(NC(=O)Cc2ccccc2)CC1)Nc1ccccc1Br	94	-11	7	-2	0.0	0.4	-1	7	0
O=C(NCCCn1ccnc1)c1ccc(OCC(F)(F)F)cc1	103	-5	7	-8	-0.5	-0.2	1	-13	5
COc1ccc(C(=O)O)c(O)c1	108	-5	x	1	0.0	8.7	3	x	x
CCN1CCN(C(=O)c2cc(COc3ccc4ncccc4c3)on2)CC1	x	-25	16	-5	13	8.3	x	-3	-1
CC1(C)CC(=O)C(N=Nc2ccc3ncsc3c2)=C(O)C1	100	-11	34	-4	1.4	2.8	2	-2	6
COc1ccc(NS(=O)(=O)c2cc(NC(=O)c3cncc(Br)c3)ccc2OC)cc1	x	-10	x	-9	5.7	2.0	x	x	x

Three entries picked at random from the list so far, as already listed:
SMILES	MEKK2wt PB1 HTS	OXTR potentiator	NALP1 yeast inh	GalR3 antagonist	OXTR ag	V1R ag counter	MEKK2mut PB1 HTS	GPR7 antag	M18AAP inhibitor
Cc1ccc(CNC(=O)C2CC(c3cccc([N+](=O)[O-])c3)=NO2)o1 (stereo unspecified)	95	-4	6	-4	1.7	1.0	-4	3	-1
Cc1cc(NS(=O)(=O)c2ccc(NC(=O)c3cc4ccccc4o3)cc2)no1	103	x	12	x	x	x	3	3	9
O=C(NCc1ccc(Cl)cc1)c1ccc(N2CCCC2=O)cc1	91	-20	-1	-9	-0.3	0.6	-1	3	6

GPR7 antag: hit marks shown above
compound | MEKK2wt PB1 HTS | NALP1 yeast inh | GalR3 antagonist | MEKK2mut PB1 HTS | GPR7 antag | M18AAP inhibitor
O=C(NCc1ccccc1)c1cc(=O)c2ccccc2o1 | 81 | 8 | -2 | -11 | 22* | -9
